Screening results from PubChem.
ARNT TACC3 PPI – disrupts binding between human ARNT and TACC3; Q9Y6A5; AlphaScreen His-ARNT PAS-B/GST-TACC3 binding, luminescence; TACC3 fragment carries E629A point mutation; inhibition, % at 9.99 µM; 390,000 tested, 0.66% active; AID 623870;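 active means mean inhibition of replicates at least 50% and at least half of replicates each reaching 50%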;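 further: 0% = complete ARNT plus TACC3 wells and 100% = ARNT alone without TACC3; many hits fall short of the cut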
Cneo AK release – Cryptococcus neoformans lysis via adenylate kinase release. lysis activity, % at 15 µM. 360,000 tested, 0.2% active. C. neoformans lysis, adenylate kinase release luminescence, 4 h; normalised: neutral wells 0, clomiphene wells 100;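 active means mean lysis activity across replicates of at least 80%, whatever share of replicates individually reach that level; inactive means mean lysis activity below 80%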
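Material: C. neoformans cells; Schedule: 4 h static compound exposure, 37 °C, read 1 h post-reagent; Measured by: adenylate kinase release luminescence; Read-out: signal increase indicating cell lysis; Controls: Clomiphene as positive lysis control.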
Statin myotox sup – suppression of simvastatin myotoxicity. C2C12 myotubes + simvastatin, ATP luminescence, 48 h; scaled: DMSO 0, geranylgeraniol control 100. rescue of ATP level, % at 7.49 µM. 330,000 tested, 0.78% active. AID 602340;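 active means mean ATP rescue above about 67%, or every replicate alone reaching that limit, limit read from the data, passing the limit was not always enough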;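 further: myotubes were challenged with 10 µM simvastatin during compound exposure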
GSIS activator – GLuc luminescence reporter in INS-1E cells, primary screen for activators of glucose-dependent secretion of insulin. INS-1E GLuc reporter insulin secretion, 2-3 h. activation, % at 16.6 µM. 370,000 tested, 0.61% active;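 active means lowest replicate activation of at least 40%, so every replicate reaches that level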;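 further: 0% = median of neutral control wells and 100% = median of IBMX positive control wells; some compounds called inactive have numbers as strong as hits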
PglD DTNB – blocks C. jejuni PglD acetyltransferase activity; 360,000 tested, 0.098% active; purified PglD enzyme, DTNB colorimetric CoA detection; inhibition, % at 12.5 µM; AID 602405; in the data active means inhibition above about 16%, passing the limit was not always enough; further: strong numbers were not always called active
PAX8 reporter – inhibitors of PAX8 transcriptional activity in RMG-I cells. RMG-I TPO-luciferase reporter, SteadyGlo, 24 h. inhibition, % at 12.6 µM. 360,000 tested, 1.2% active. AID 652154;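 active means mean replicate inhibition at least 60% with every replicate also reaching 60%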;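 further: luciferase light reporting Pax8 driven TPO promoter activity; plate controls were median of neutral control wells for no effect and mitoxantrone controls for full effect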
PGC1a acetyl inh – lowers PGC1a acetylation signal in U2OS cells; inhibition, % at 15.6 µM; AlphaScreen anti-acetyl-lysine; with virally co-expressed GCN5 acetyltransferase; 350,000 tested, 0.17% active; AID 651687;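 active means every replicate shows inhibition of at least 40%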;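 further: 0% = neutral control wells and 100% = positive control wells; some results beyond the cut were filed as inactive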
LGR2 inh – inhibitors of bursicon-induced Drosophila LGR2 receptor cAMP signaling; HEK293 LGR2, CRE-luciferase, bursicon-stimulated, 4 h; inhibition, % at 9.99 µM; 380,000 tested, 0.35% active;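 active means drop in luminescence signal, shown as inhibition above about 50% in the replicate tests, limit read from the data, passing the limit was not always enough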;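 further: agonist challenge used bursicon conditioned medium at about half maximal strength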
An asterisk follows results filed as active; . = not tested or not shown; & = joins results of further samples.

Below each SMILES: ARNT TACC3 PPI, Cneo AK release, Statin myotox sup, GSIS activator, PglD DTNB, PAX8 reporter, PGC1a acetyl inh, LGR2 inh
> Cc1ccc(S(=O)(=O)N(C)C[C@H]2OCCCC[C@@H](C)Oc3ccc(N(C)C)cc3C(=O)N([C@@H](C)CO)C[C@@H]2C)cc1
    -5, 0, 7, -1, -3, 42, -7, 11
> Cc1cc(Cl)ccc1OCCCC(=O)NCCCn1ccnc1
    22, ., ., 7, ., -4, -21, 0
> COc1ccc(N2CC(C(=O)N[C@@H](C)C(=O)N3CCCCC3)CC2=O)cc1 (stereo partly specified)
    2, 2, 13, ., -3, 1, -11, 3
> CO[C@@H]1CN(C)C(=O)c2ccc(NC(=O)C3CC3)cc2OC[C@H](C)N(C(=O)C2CCCCC2)C[C@H]1C
    -5, 54, 4, 7, 2, ., -5, 10
> C[C@@H]1CN([C@@H](C)CO)C(=O)c2cc(NC(=O)NC3CCCCC3)ccc2O[C@@H](C)CCCCO[C@@H]1CN(C)S(=O)(=O)c1ccc(F)cc1
    6, -1, ., -1, 3, 5, -3, 8
> O=C(O)CCCC(=O)Nc1cccc(C(F)(F)F)c1
    ., 3, 11, ., -7, ., -14, .
> C[C@H](CO)N1C[C@H](C)[C@@H](CN(C)S(=O)(=O)c2ccccc2)Oc2c(NC(=O)c3ccncc3)cccc2C1=O
    24, 53&1, -6&1, 15&5, -2&-1, -9&-22, -3&8, 9&19
> C[C@@H]1CN([C@H](C)CO)S(=O)(=O)c2ccc(-c3ccccc3)cc2O[C@H]1CN(C)Cc1ccncc1
    -3, -4, -126, -28, -1, ., 11, 19
> C[C@@H]1CN([C@@H](C)CO)C(=O)c2cccc(NS(=O)(=O)c3cn(C)cn3)c2O[C@@H]1CN(C)C(=O)Nc1ccc2c(c1)OCO2
    4, 52, 38, 6, 3, ., -3, -15
> CCC(=O)c1ccc(OCC(=O)N(CC)CC(=O)Nc2ccccc2OC)cc1
    4, 0, 4, -8, -2, 16, -8, -3
> COc1cccc(-c2cc(C(=O)Nc3cc(OC)c(OC)c(OC)c3)no2)c1
    2, -2, -72, ., 2, ., 18, .
> Cc1nc(C)c(C(=O)Nc2nc3c(C)cccc3s2)o1
    8, -1, ., -6, -3, ., 13, -5
> O=C(CSc1cccc[n+]1[O-])N1CCc2ccccc21
    -8, 5, -3, 0, -4, 5, 6, 3
> C[C@H]1CN([C@@H](C)CO)S(=O)(=O)c2ccc(-c3ccccc3)cc2O[C@H]1CN(C)C(=O)c1ccc2c(c1)OCO2
    -4, -2, -10, -43, -2, 27, 2, -24
> O=C(O)c1ccc(NCc2ccc3c(c2)OCO3)cc1
    ., 1, -5, ., -4, -37, -9, .
> CCc1ccccc1NC(=O)C1CCCN1C(=O)NCc1ccccc1 (stereo unspecified)
    -8, -1, 7, 11, 3, 2, 22, 13
> COc1ccc(CCN(C)C(=O)CSc2nccn2C)cc1OC
    0, 5, 14, ., -4, -10, 2, .
> CCC(OC(=O)C(C)N1C(=O)C(=O)c2ccccc21)C(=O)Nc1ccccc1OC (stereo unspecified)
    ., -3, 0, -33, 4, 7, 1, -4
> CS(=O)(=O)N1CCc2cc(C(=O)N3CCCCC3)ccc21
    -5, -1, 4, 1, 2, ., 4, 2
> Cc1cc(C)cc(Oc2nc3c(C)cccn3c(=O)c2/C=C(\C#N)C(=O)NC2CCS(=O)(=O)C2)c1 (stereo unspecified)
    -1, ., ., 1, ., 34, ., 11
> CN(C)S(=O)(=O)c1cccc(C(=O)Nc2cc(S(=O)(=O)N3CCOCC3)ccc2N2CCCC2)c1
    5, 0, -8, 6, 2, 2, 6, 9
> CSCCC1NC(=S)N(Cc2ccccc2)C1=O (stereo unspecified)
    ., -3, -22, 6, 5, -18, -14, -15
> COc1ccc(-c2c(-c3ccsc3)oc3ccc(N4CCOCC4)cc23)cn1
    -7, -3, 19, -19, -1, -2, 0, -35
> CC(=O)N1CCc2cc(S(=O)(=O)CCC(=O)O)ccc21
    -2, 2, 29, ., -3, ., -15, .
> O=[N+]([O-])c1cccc(COc2ccccc2CN2CCCCC2)c1
    0, -3, -8, 56*, -5, 1, 3, 3
> C[C@H]1CN([C@@H](C)CO)S(=O)(=O)c2ccc(-c3ccccc3F)cc2O[C@@H]1CN(C)C(=O)C1CC1
    -5, -3, 21, -11, -4, ., -15, -21
> CCc1ccc(NC(=O)C(C)OC(=O)c2ccc(-n3cnnn3)cc2)cc1 (stereo unspecified)
    -2, 1, 4, 16, -1, -8, ., -22
> COc1ccc(-c2nn(-c3ccccc3)cc2/C=C(\C#N)C(N)=O)cc1[N+](=O)[O-]
    -13, 3, -8, -11, 4, 6, -26, 20
> Cc1ccc(S(=O)(=O)c2nc(S(C)(=O)=O)sc2N2CCCCC2C)cc1 (stereo unspecified)
    1, -3, -33, 15, -2, 57, 8, 19
> CC(=O)NCCC(=O)NCc1ccc(F)cc1
    22, 1, 5, ., -6, 5, -3, .

Below each SMILES: ARNT TACC3 PPI, Cneo AK release, Statin myotox sup, GSIS activator, PglD DTNB, PAX8 reporter, PGC1a acetyl inh, LGR2 inh
> CC(C)(C)NC(=O)NC(=O)COC(=O)Cc1c(F)cccc1Cl
    -3, 10, 8, -17, 5, -20, 1, 10
> Cc1nc2nc(Cc3ccccc3)[nH]n2c(=O)c1Cl
    -1, -1, ., ., -1, ., -4, .
> Cc1ccc(N(C(C)C(=O)N2CCCC2)S(C)(=O)=O)cc1 (stereo unspecified)
    1, -3, -1, -9, 7, -2, 1, -4
> O=C1CC(N2CCN(c3ccc(F)cc3)CC2)C(=O)N1Cc1ccc(N2CCCC2=O)cc1 (stereo unspecified)
    0, 3, 10, ., 2, 18, 2, .
> CN(C(=O)CCCN1CCCC1=O)C1CCCN(Cc2ccccc2F)C1 (stereo unspecified)
    -81, -1, ., 10, -9, 14, 0, 32
> CCC(NC(=O)CCc1c(C)c2cc3c(-c4ccccc4)coc3cc2oc1=O)C(=O)O (stereo unspecified)
    27, -4, 3, 9, 1, 11, -10, 0
> COc1ccc(C(=O)CSc2nnc(Cn3nnc4ccccc43)n2C)cc1
    -1, 1, -22, -21, 3, ., -16, 21
> Cc1nn(C)cc1CN1CCCC(C(=O)c2ccc(-c3ccccc3)c(F)c2)C1 (stereo unspecified)
    9, ., ., 15, ., 11, ., 34
> C[C@@H]1CN([C@@H](C)CO)C(=O)c2cc(NC(=O)NC3CCCCC3)ccc2O[C@H]1CN(C)Cc1ccccc1
    -11, -2, 2, -5, -1, -4, -7, 14
> CCC(=O)Nc1c2c(nc3c1CCC3)CCCC2
    2, -1, 3, -6, 0, ., -3, .
> Cn1nc(-c2ccc(Cl)cc2)cc1NC(=O)CCCC(=O)O
    ., 0, ., -6, -2, 7, 3, 4
> C[C@@H]1CN([C@H](C)CO)C(=O)c2cc(-c3ccccc3)cnc2O[C@@H]1CN(C)C(=O)c1ccccc1F
    7, 1, 0, -1, -1, -1, -6, 5
> O=C(O)c1cc(-c2ccc(Cl)cc2)n(-c2ccc(Cl)cc2)n1
    -11, ., ., -15, ., 6, -9, 22
> O=C(C[C@H]1C[C@H]2c3cc(NC(=O)CC4CC4)ccc3O[C@H]2[C@H](CO)O1)NCCN1CCCCC1
    -7, 0, -2, 5, 4, -22, 1, -29
> Cc1ccc(NS(=O)(=O)N2CCOCC2)cc1Cl
    -4, -2, 2, -8, 2, -9, ., -4
> CNC(=O)C[C@H]1CC[C@@H]2[C@H](COc3ccc(NC(=O)c4cc(F)cc(F)c4)cc3C(=O)N2C)O1
    -4, 0, -9, 4, -3, -14, 0, 0
> CCOCc1nnc(NC(=O)COc2ccc3c(c2)OCO3)s1
    -6, 2, 4, 4, 4, -9, -1, -1
> O=S(=O)(c1cccc2cccnc12)N1CCN(c2ccccc2)CC1
    4, 0, 10, -6, -1, ., 38, 8
> O=C(O)C1OC(Oc2cc3oc(-c4ccccc4)cc(=O)c3c(O)c2O)C(O)C(O)C1O (stereo unspecified)
    -15, 12, -7, -4, 6, -19, 14, 3
> OCCC1CN(Cc2cc(F)ccc2F)CCN1CCCc1ccccc1 (stereo unspecified)
    1, 0, -1, -18, -3, -33, ., -10
> CC1CCCC(NC(=O)COC(=O)c2ccc3ncsc3c2)C1C (stereo unspecified)
    ., 0, -4, 9, -2, -23, 3, -12
> O=C(O)c1ccc(NS(=O)(=O)c2ccc(Cl)cc2)cc1
    -4, 0, 0, ., 1, ., 6, .
> CCOc1ccc(NC(=O)COC(=O)c2ncc(Cl)c(Cl)c2Cl)cc1
    -35, ., ., 18, ., 3, ., 3
> CC(C)C#Cc1ccc2c(c1)O[C@H](CN(C)C(=O)c1cccnc1)[C@@H](C)CN([C@@H](C)CO)S2(=O)=O
    -1, 1, -13, 2, -1, ., -1, -4
> CCOc1ccc(Nc2c3c(nc4ncnn24)CC(C)CC3)cc1 (stereo unspecified)
    1, 0, 22, ., -2, ., -2, .
> O=C(COC(=O)C1=COCCO1)Nc1c(F)cccc1F
    -2, -3, 7, 6, -8, -4, -9, 14
> CC(C)CC#Cc1ccc2c(c1)O[C@@H](CN(C)C(=O)C1CCC1)[C@H](C)CN([C@@H](C)CO)S2(=O)=O
    3, 0, -25, -14, 1, ., -15, 1
> C[C@H](CO)N1C[C@H](C)[C@@H](CN(C)C(=O)Nc2ccccc2)Oc2ccc(NS(=O)(=O)c3cn(C)cn3)cc2C1=O
    1&0, 2&4, 19, 6&16, -1&1, 23, -5, 1&0
> CCCn1c(CN(Cc2ccccc2)Cc2ccccc2)nc2c1c(=O)n(C)c(=O)n2C
    -8, 2, 23, ., 3, ., ., .
> O=C(Nc1ccnn1C1CCN(C/C=C/c2ccccc2)CC1)c1cccc(F)c1
    3, 13, -18, -11, 2, 3, 4, -1

Below each SMILES: ARNT TACC3 PPI, Cneo AK release, Statin myotox sup, GSIS activator, PglD DTNB, PAX8 reporter, PGC1a acetyl inh, LGR2 inh
> C[C@@H]1CN([C@@H](C)CO)C(=O)Cc2cc(NC(=O)Nc3ccc4c(c3)OCO4)ccc2O[C@H]1CN(C)S(C)(=O)=O
    ., ., ., 3, ., -10, -5, 5
> CN(C)c1ccc(CN(C(=O)C2COc3ccccc3O2)C2CCS(=O)(=O)C2)cc1 (stereo unspecified)
    12, -1, -12, ., -3, ., ., .
> CO[C@@H](CN(C)Cc1cc(F)ccc1F)[C@@H](C)CN([C@@H](C)CO)S(=O)(=O)c1ccc(Cl)cc1
    1, 13, -9, -9, 1, ., -8, 1
> CCOC(=O)C(=Nc1ccc(Cl)cc1)NO
    -1, -2, ., 9, -3, 8, -16, -17
> CNC[C@@H]1Oc2c(NS(=O)(=O)c3ccc(C)cc3)cccc2C(=O)N([C@H](C)CO)C[C@H]1C
    -3, 0, 2, 13, 1, 5, 0, -8
> O=C(CC(=O)NCc1ccc(Cl)cc1)NCc1ccccc1
    3, -1, 8, -15, 0, -1, ., 9
> CCCCSc1nc(CCC)cc(=O)[nH]1
    -8, 1, ., ., -3, ., -6, .
> C[C@H]1CN([C@@H](C)CO)C(=O)c2cccc(NS(=O)(=O)c3cccs3)c2O[C@@H]1CN(C)Cc1ccc(-c2ccccc2)cc1
    5, 2, 6, -27, 0, -12, -2, 4
> Cc1ccccc1OCC(=O)Nc1ccc(Cc2ccncc2)cc1
    -6, ., -7, -4, ., -14, 4, 21
> Cc1cc(C)n(CC(=O)c2ccc(Br)cc2)c(=O)c1C#N
    -7, 2, -11, -2, -1, ., -20, -2
> Cc1cc(NCCCN2CCOCC2)n2ncc(-c3ccccc3)c2n1
    2, -7, -16, 6, 5, ., 9, -48
